MEX-5 binding – C. elegans MEX-5 TCR-2 RNA binding activity. Q9XUB2. MEX-5/FITC-TCR2 RNA binding, fluorescence polarization; hits give low values. activity score (negative = inhibition of binding), % at 10 µM. 300,000 compounds, 0.38% hits;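 active means inhibition past about -25% in most replicates, and total fluorescence under double the plate's negative control median, limit read from the data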;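 further: 0% = DMSO and -100% = 5 µM competing unlabeled TCR2 RNA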
TPT1 inh – blocks Candida albicans tRNA 2'-phosphotransferase | 300,000 compounds, 0.81% hits | inhibition, % at 5 µM | recombinant caTPT1, FP RNA substrate dephosphorylation;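 active means inhibition above the mean of all tested compounds plus 3 SD, set per screening campaign, cut at about 24% in these data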;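 further: plate controls were DMSO alone for no effect and ferristatin control at 100 nM for full effect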
GSTO1 counter – GSTO1 inhibition, counter-screen for RBBP9 inhibitors. recombinant GSTO1, activity-based probe fluorescence polarization. 300,000 compounds, 1.1% hits. AID 1974. inhibition, % at 5.96 µM;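 active means inhibition above the campaign mean inhibition plus 3 SD, cut at about 35% in these data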;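 further: 0% = GSTO1-1 with DMSO and 100% = wells lacking GSTO1-1 enzyme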
GLD-1 RNA inh – GLD-1-TGE RNA interaction inhibition (C. elegans) | Q17339 | purified GLD-1 + fluorescein TGE RNA, fluorescence polarization | inhibition, % at 5.96 µM | 320,000 compounds, 0.44% hits | AID 2280;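 active means percent inhibition above a per-plate cutoff, the plate mean of test compounds plus 3 SD, cut at about 30% in these data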;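 further: 0% = DMSO wells with GLD-1 and probe and 100% = wells lacking GLD-1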
Target sequence (Q17339 whole entry, looked up): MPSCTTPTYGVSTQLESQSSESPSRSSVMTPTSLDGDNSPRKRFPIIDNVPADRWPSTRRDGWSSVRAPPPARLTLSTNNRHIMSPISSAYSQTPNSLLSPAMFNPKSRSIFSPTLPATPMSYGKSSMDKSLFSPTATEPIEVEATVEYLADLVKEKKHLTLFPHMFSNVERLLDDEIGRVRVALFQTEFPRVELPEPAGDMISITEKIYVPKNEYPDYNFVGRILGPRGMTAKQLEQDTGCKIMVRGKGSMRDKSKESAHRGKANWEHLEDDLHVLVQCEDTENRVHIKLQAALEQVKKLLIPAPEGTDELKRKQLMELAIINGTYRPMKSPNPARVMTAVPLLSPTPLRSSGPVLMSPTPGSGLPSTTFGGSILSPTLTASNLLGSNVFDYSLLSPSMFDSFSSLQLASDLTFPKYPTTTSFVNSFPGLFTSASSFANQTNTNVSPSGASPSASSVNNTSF
BCLXL inh – Bcl-xL (human) inhibition; inhibition, % at 10.9 µM; Q07817; GST-Bcl-xL / FITC-Bim BH3 peptide fluorescence polarization; 320,000 compounds, 0.7% hits;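 active means inhibition above the mean of all tested compounds plus 3 SD, cutoff set per campaign, cut at about 30% in these data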;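 further: 0% = DMSO wells and 100% = unlabeled Bim-BH3 peptide competitor; inhibitors lower millipolarization by displacing the labeled peptide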
PAD4 FP inh – inhibitors of human PAD4; Q9UM07; recombinant PAD4, RCA probe fluorescence polarization; inhibition, % at 6.36 µM; 330,000 compounds, 0.41% hits; AID 485272;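 active means percent inhibition above a cutoff equal to the mean of all tested compounds plus 3 SD, cut at about 15% in these data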;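 further: 0% = PAD4 with RCA probe and DMSO and 100% = probe without PAD4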
MCL1 BIM primary – inhibitors of human MCL1 binding to BIM-BH3 peptide. Q07820. GST-MCL1 / FITC-Bim-BH3 fluorescence polarization. inhibition, % at 10.9 µM. 320,000 compounds, 0.68% hits. AID 2057;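 active means inhibition above the mean inhibition of all tested compounds plus 3 SD, set per campaign, cut at about 40% in these data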;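 further: 0% = DMSO wells and 100% = unlabeled Bim-BH3 peptide control; higher means more loss of mP so more displacement of Bim peptide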
Target sequence (Q07820 whole entry, looked up): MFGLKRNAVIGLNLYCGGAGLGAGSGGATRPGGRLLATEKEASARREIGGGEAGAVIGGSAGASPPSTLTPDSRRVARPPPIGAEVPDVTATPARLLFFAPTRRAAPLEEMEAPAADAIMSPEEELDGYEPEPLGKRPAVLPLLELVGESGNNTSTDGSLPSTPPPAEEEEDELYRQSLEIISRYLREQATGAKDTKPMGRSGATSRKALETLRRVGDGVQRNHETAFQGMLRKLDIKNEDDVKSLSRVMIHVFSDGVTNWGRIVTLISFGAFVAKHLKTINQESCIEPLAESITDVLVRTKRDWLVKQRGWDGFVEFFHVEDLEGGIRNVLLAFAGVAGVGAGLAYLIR
PME-1 primary – PME-1 (human) inhibition. recombinant PME-1, FP-Rh probe fluorescence polarization. inhibition, % at 5.9 µM. Q9Y570. 320,000 compounds, 0.53% hits;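 active means inhibition above the campaign mean of all compounds plus 3 SD, cut at about 26% in these data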;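 further: competitive labeling of PME-1 active site by serine hydrolase directed probe; 0% = PME-1 with DMSO and 100% = wells lacking PME-1 enzyme; inhibitors block probe labeling so polarization falls and inhibition rises; many of its hits are not listed in these tables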
Fam108B inh – Fam108B inhibition, counter-screen for RBBP9 inhibitors. inhibition, % at 9.51 µM. 300,000 compounds, 0.33% hits. recombinant Fam108B, FP-Rh probe fluorescence polarization;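 active means inhibition above the screen mean inhibition plus 3 SD, computed separately per campaign, cut at about 18% in these data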;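 further: inhibitors lower polarization as less probe binds the enzyme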
* marks the source's active call; other numbers are inactive results; . = not tested or not shown.

Field names: A = MEX-5 binding; B = TPT1 inh; C = GSTO1 counter; D = GLD-1 RNA inh; E = BCLXL inh; F = PAD4 FP inh; G = MCL1 BIM primary; H = PME-1 primary; I = Fam108B inh
CCCCn1c(O)c(C(C)=NCC2CCCO2)c(=O)[nH]c1=O (stereo unspecified)
  A: -1.6 | B: -1 | C: 5 | D: 3 | E: 0 | F: 2 | G: 0 | H: 0 | I: 1
O=C(NC1CCCCC1)N1C[C@H]2C[C@@H](C1)c1cccc(=O)n1C2
  A: -2.8 | B: 1 | C: -2 | D: -4 | E: 3 | F: -5 | G: 2 | H: 0 | I: 3
Cc1ccccc1-n1c(O)c(C=NCCN2CCOCC2)c(=O)[nH]c1=O
  A: -3.0 | B: 3 | C: 4 | D: 6 | E: 3 | F: -2 | G: 1 | H: -4 | I: 1
Cc1ccccc1CN1CCNCC1
  A: -0.6 | B: -3 | C: -1 | D: 7 | E: 8 | F: -4 | G: 9 | H: 3 | I: 4
CC1(C)CC(=O)C(C=NCCN2CCN(C(=O)Cc3ccc(Cl)cc3)CC2)=C(O)C1
  A: 0.5 | B: -1 | C: -2 | D: 8 | E: 6 | F: 1 | G: 3 | H: -1 | I: 1
Fc1ccc(C2=CCN(C(c3ccc(Cl)cc3)c3nnnn3Cc3ccccc3)CC2)cc1 (stereo unspecified)
  A: 0.0 | B: 3 | C: 4 | D: -5 | E: 2 | F: 7 | G: 3 | H: -9 | I: -7
COc1ccc(CN2CCN(Cc3ccccc3OC)CC2)cc1
  A: -4.9 | B: -1 | C: -5 | D: 0 | E: 3 | F: -4 | G: 0 | H: 4 | I: 3
CCN(CC)c1ccc(N=Cc2c(O)n(CCC3=CCCCC3)c(=O)[nH]c2=O)cc1
  A: -0.3 | B: 20 | C: -3 | D: -1 | E: -1 | F: -8 | G: -1 | H: 4 | I: 0
C=CCn1c(O)c(/C=N/N2CCCCC2)c(=O)[nH]c1=O
  A: -1.7 | B: 3 | C: 6 | D: 5 | E: -3 | F: 0 | G: -7 | H: -1 | I: -2
C=CCN(CC#CCOc1ccccc1OC)CC=C
  A: -1.3 | B: 1 | C: 6 | D: 7 | E: 1 | F: -4 | G: 1 | H: -4 | I: -1
O=c1[nH]c(=O)n(-c2cccc(Cl)c2)c(O)c1C=NCCCN1CCOCC1
  A: 1.9 | B: -3 | C: -3 | D: -1 | E: 5 | F: -6 | G: 3 | H: -3 | I: -5
CCOc1ccc(N=Cc2c(O)n(Cc3ccccc3)c(=S)[nH]c2=O)cc1
  A: -1.4 | B: 1 | C: -5 | D: 12 | E: 0 | F: 4 | G: 0 | H: -1 | I: -3
O=C(c1ccncc1)C12CN3CN(CN(C3)C1)C2
  A: -1.8 | B: 2 | C: 6 | D: 2 | E: -2 | F: -3 | G: 9 | H: -3 | I: 3
COc1ccc(OC)c(CC(=O)O)c1
  A: -1.2 | B: 0 | C: 3 | D: 2 | E: 0 | F: -3 | G: 2 | H: 7 | I: -2
COc1ccc(-n2nc(C(=O)NCC(=O)N3CCC4(CC3)OCCO4)c3ccccc3c2=O)cc1
  A: 2.5 | B: -3 | C: 2 | D: 2 | E: 2 | F: 2 | G: 3 | H: 4 | I: -6

Already shown: entries from further up.
Field names: A = MEX-5 binding; B = TPT1 inh; C = GSTO1 counter; D = GLD-1 RNA inh; E = BCLXL inh; F = PAD4 FP inh; G = MCL1 BIM primary; H = PME-1 primary; I = Fam108B inh
CCCCn1c(O)c(C(C)=NCC2CCCO2)c(=O)[nH]c1=O (stereo unspecified)
  A: -1.6 | B: -1 | C: 5 | D: 3 | E: 0 | F: 2 | G: 0 | H: 0 | I: 1
O=C(NC1CCCCC1)N1C[C@H]2C[C@@H](C1)c1cccc(=O)n1C2
  A: -2.8 | B: 1 | C: -2 | D: -4 | E: 3 | F: -5 | G: 2 | H: 0 | I: 3

The main list resumes, starting 7 compounds before the break.
Field names: A = MEX-5 binding; B = TPT1 inh; C = GSTO1 counter; D = GLD-1 RNA inh; E = BCLXL inh; F = PAD4 FP inh; G = MCL1 BIM primary; H = PME-1 primary; I = Fam108B inh
C=CCn1c(O)c(/C=N/N2CCCCC2)c(=O)[nH]c1=O
  A: -1.7 | B: 3 | C: 6 | D: 5 | E: -3 | F: 0 | G: -7 | H: -1 | I: -2
C=CCN(CC#CCOc1ccccc1OC)CC=C
  A: -1.3 | B: 1 | C: 6 | D: 7 | E: 1 | F: -4 | G: 1 | H: -4 | I: -1
O=c1[nH]c(=O)n(-c2cccc(Cl)c2)c(O)c1C=NCCCN1CCOCC1
  A: 1.9 | B: -3 | C: -3 | D: -1 | E: 5 | F: -6 | G: 3 | H: -3 | I: -5
CCOc1ccc(N=Cc2c(O)n(Cc3ccccc3)c(=S)[nH]c2=O)cc1
  A: -1.4 | B: 1 | C: -5 | D: 12 | E: 0 | F: 4 | G: 0 | H: -1 | I: -3
O=C(c1ccncc1)C12CN3CN(CN(C3)C1)C2
  A: -1.8 | B: 2 | C: 6 | D: 2 | E: -2 | F: -3 | G: 9 | H: -3 | I: 3
COc1ccc(OC)c(CC(=O)O)c1
  A: -1.2 | B: 0 | C: 3 | D: 2 | E: 0 | F: -3 | G: 2 | H: 7 | I: -2
COc1ccc(-n2nc(C(=O)NCC(=O)N3CCC4(CC3)OCCO4)c3ccccc3c2=O)cc1
  A: 2.5 | B: -3 | C: 2 | D: 2 | E: 2 | F: 2 | G: 3 | H: 4 | I: -6
Cc1ccc(S(=O)(=O)N2CCN(C(=O)COC(=O)Cc3ccccc3)CC2)c(C)c1
  A: -0.8 | B: -2 | C: -4 | D: 6 | E: 0 | F: -2 | G: -2 | H: 13 | I: 1
O=C1NC(=O)C2(Cc3ccccc3N3CCOCC32)C(=O)N1c1ccccc1 (stereo unspecified)
  A: -1.6 | B: -1 | C: -4 | D: 2 | E: 5 | F: -1 | G: 11 | H: -1 | I: 0
O=C(N/N=C/c1c(O)n(Cc2ccc(F)cc2)c(=S)[nH]c1=O)c1ccncc1
  A: 2.0 | B: 13 | C: -39 | D: 3 | E: 4 | F: -7 | G: 4 | H: -20 | I: -7
c1ccc(C2NCCc3[nH]cnc32)cc1 (stereo unspecified)
  A: 1.7 | B: -1 | C: -3 | D: -4 | E: 3 | F: -1 | G: 5 | H: 1 | I: 5
O=[N+]([O-])c1cccc2c([N+](=O)[O-])cccc12
  A: . | B: . | C: . | D: 4 | E: 3 | F: 1 | G: 7 | H: 1 | I: .
O=c1[nH]c(=S)n(Cc2ccc(F)cc2)c(O)c1C=NCc1cccnc1
  A: 2.2 | B: 0 | C: 5 | D: 3 | E: 6 | F: 1 | G: 6 | H: 6 | I: 0
CC1CCN(C(=O)CCl)CC1
  A: 1.1 | B: -3 | C: 93* | D: -5 | E: 2 | F: 1 | G: 14 | H: 2 | I: 4
COc1ccc(CCn2c(O)c(C=NCc3cccnc3)c(=O)[nH]c2=O)cc1OC
  A: -0.2 | B: -1 | C: -1 | D: 6 | E: 4 | F: -2 | G: 8 | H: 2 | I: 1
CCC(=O)c1c(O)n(C2CCCCCC2)c(=O)[nH]c1=O
  A: 0.6 | B: 17 | C: -11 | D: -16 | E: -12 | F: -6 | G: 1 | H: -4 | I: -3
O=C(COc1ccc(Br)cc1)N1CCN(Cc2ccc3c(c2)OCO3)CC1
  A: -2.8 | B: 1 | C: -2 | D: 2 | E: -3 | F: 5 | G: -2 | H: 1 | I: -1
CCCCNc1ccncc1S(=O)(=O)NC(=O)NC(C)C
  A: 0.3 | B: -6 | C: 3 | D: 0 | E: 2 | F: -5 | G: 5 | H: -3 | I: 2
C[N+]1(C)C2CC(OC(=O)C(CO)c3ccccc3)CC1C1OC12 (stereo unspecified)
  A: . | B: -1 | C: 3 | D: 5 | E: 0 | F: 0 | G: -8 | H: -10 | I: -1
CCCCn1c(O)c(C(C)=NCc2ccc3c(c2)OCO3)c(=O)[nH]c1=O
  A: -0.6 | B: -2 | C: 11 | D: 5 | E: 0 | F: 3 | G: 1 | H: 1 | I: 4

Some of the compounds tested; rates above refer to the full screens.
